FadD28 FP inh – inhibitors of Mycobacterium tuberculosis FadD28 bisubstrate binding; FadD28 bisubstrate probe binding, fluorescence polarization; inhibition, % at 12.5 µM; 0.22% of 360,000 active; in the data active = inhibition above about 8.5%, passing the limit was not always enough; inconclusive = no clear call, values can overlap the other calls
GDH-TPI counter – GDH-TPI coupled enzyme inhibition counter-screen; GDH-TPI coupled enzyme counterscreen, NADH absorbance; inhibition, % at 4.8 µM; 1.2% of 360,000 active; AID 588335; in the data active = inhibition above about 30%;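 note: 0% = DMSO wells and 100% = wells lacking the enzyme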
PfHsp40 yeast – rescue of PfHsp40-mediated yeast toxicity | S. cerevisiae expressing PfHsp40, growth rescue, ATP luminescence | growth rescue, % at 12.5 µM | 0.68% of 340,000 active; in the data active = growth rescue above about 28%, passing the limit was not always enough; inconclusive = no clear call, values can overlap the other calls;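 note: yeast W303a lacking pdr1 and pdr3 grown in galactose medium; growth measured after three days at 30 °C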
Mtb FBA inh – Mtb fructose-bisphosphate aldolase inhibition; P9WQA3; purified M. tuberculosis FBA, fluorescence read-out; inhibition, % at 1 µM; 2.3% of 360,000 active; in the data active = inhibition above about 27%;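 note: 0% = vehicle and 100% = reference inhibitor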
Target sequence (P9WQA3 whole entry, looked up): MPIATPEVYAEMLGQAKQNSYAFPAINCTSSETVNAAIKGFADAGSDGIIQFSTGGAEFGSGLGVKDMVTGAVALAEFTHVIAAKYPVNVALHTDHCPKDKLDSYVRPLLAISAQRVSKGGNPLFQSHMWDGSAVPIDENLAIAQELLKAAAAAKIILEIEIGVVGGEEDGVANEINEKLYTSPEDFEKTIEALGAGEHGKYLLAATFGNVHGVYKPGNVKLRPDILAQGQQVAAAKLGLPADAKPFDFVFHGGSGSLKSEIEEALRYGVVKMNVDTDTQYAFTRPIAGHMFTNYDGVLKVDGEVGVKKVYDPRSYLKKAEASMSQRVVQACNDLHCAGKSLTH
TcdB inh – blocks C. difficile toxin B glycohydrolase activity; inhibition, % at 9.99 µM; 0.24% of 350,000 active; AID 652162; TcdB glycohydrolase enzymatic assay, plate reader; in the data active = inhibition above about 10%
Y pestis TopoI – inhibitors of Yersinia pestis topoisomerase I. Y. pestis Topo-I cleavage product accumulation, plate reader. activity, % at 10 µM. 0.064% of 360,000 active; in the data active = activity above about 50%, passing the limit was not always enough; inconclusive = no clear call, values can overlap the other calls; note: inactives centre near 2
UGM FP inh – blocks M. tuberculosis UGM enzyme; P9WIQ1; purified UGM, fluorescence polarization probe displacement; inhibition, % at 10 µM; 0.06% of 320,000 active; AID 504406; in the data active = inhibition above about 10%, passing the limit was not always enough; inconclusive = no clear call, values can overlap the other calls
Target sequence (P9WIQ1 whole entry, looked up): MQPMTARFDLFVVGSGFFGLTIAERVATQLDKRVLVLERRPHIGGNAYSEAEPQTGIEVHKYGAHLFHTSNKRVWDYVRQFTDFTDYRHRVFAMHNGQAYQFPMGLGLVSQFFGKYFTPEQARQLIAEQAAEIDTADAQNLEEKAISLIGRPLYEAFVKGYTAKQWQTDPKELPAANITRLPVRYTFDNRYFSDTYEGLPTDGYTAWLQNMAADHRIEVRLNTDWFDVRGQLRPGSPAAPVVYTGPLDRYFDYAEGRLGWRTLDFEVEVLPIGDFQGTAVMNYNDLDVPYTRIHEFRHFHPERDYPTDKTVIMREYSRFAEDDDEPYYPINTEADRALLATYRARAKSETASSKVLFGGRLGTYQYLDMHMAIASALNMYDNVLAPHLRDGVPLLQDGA
Vc quorum ag – inducers of Vibrio cholerae quorum light production without autoinducers; V. cholerae BH1578 lux reporter, luminescence, 6 h; activation, % at 18.7 µM; 0.16% of 350,000 active; in the data active = activation mostly above about 9.7%, no sharp cut-off; inconclusive = no clear call, values can overlap the other calls; inactive = mostly below about 3.7%; note: not every result past the cut was called active; inactives centre near 0; reference of the scale not given here
BioA inh – inhibitors of Mycobacterium tuberculosis BioA enzyme | purified M. tuberculosis BioA enzyme, plate reader | AID 602481 | 0.096% of 360,000 active | inhibition, % at 9.99 µM; in the data active = inhibition above about 40%; inconclusive = no clear call, values can overlap the other calls
Active calls of the source: *; i = inactive; ? = inconclusive; . = not tested or not shown; & = joins results of further samples.

SMILES	FadD28 FP inh	GDH-TPI counter	PfHsp40 yeast	Mtb FBA inh	TcdB inh	Y pestis TopoI	UGM FP inh	Vc quorum ag	BioA inh
COc1ccccc1CNC(=O)c1cc(-c2ccccc2C)nn1CC1CC(c2cccnc2)=NO1 (stereo unspecified)	0.2	8	2.4	2	.	?	-2.1	-0.8	-1.6
COC(=O)c1cc(OC)c(OC)cc1NC(=O)Nc1ccccc1F	-1.8	6	.	21	0.9	1	0.4	-0.4	0.1
CCCSc1nc2[nH]ncc2c(=O)[nH]1	-2.2	2	-1.9	4	.	17	-2.1	2.6	.
COc1ccc(NC(=O)CC2C(=O)N(c3ccc(Cl)cc3)C(=S)N2CCc2ccccn2)cc1 (stereo unspecified)	-9.8	-3	1.0	-2	-0.4	-10	-0.7	-0.4	-0.8
CCN(CC)CCNC(=O)c1ccc(NC(=O)c2cccc(S(=O)(=O)N3CCCCCC3)c2)cc1	-1.0	10	-0.6	6	0.8	-28	.	i	-3.5
CCCC(C)c1nnc(NC(=O)C2CC(=O)N(CCc3ccc(F)cc3)C2)s1 (stereo unspecified)	-4.4	-2	-0.6	3	0.0	3	-1.6	i	1.2
O=c1c2ccccc2nc2oc3ccccc3n12	2.0	3	1.2	2	0.3	4	2.2	i	-0.4
O=C(Cn1nnc(-c2ccc([N+](=O)[O-])cc2)n1)NNC(=O)c1ccccc1	0.6	-1	-0.6	0	.	-6	4.2	-0.5	11
NNC(=O)CCN1CCN(Cc2ccccc2)CC1	-0.6	7	0.7	6	-1.3	2	-4.3	-0.5	18
COc1ccc2oc(C(=O)CCC(=O)O)c(N)c2c1	1.4	28	-1.9	20	-0.4	2	-1.3	i	-3.5
CCC1(C)Cc2c(sc3nnn(CC(=O)Nc4ccc(C)cc4)c(=O)c23)CO1 (stereo unspecified)	0.5	25	0.4	2	.	-2	-3.2	1.0	0.0
Cc1cc(C)c[n+](-c2nc([O-])sc2C=O)c1	-1.5	12	0.1	-3	.	-4	-2.5	i	-4.7

Whole records as entered above. Order of screens: FadD28 FP inh	GDH-TPI counter	PfHsp40 yeast	Mtb FBA inh	TcdB inh	Y pestis TopoI	UGM FP inh	Vc quorum ag	BioA inh
Record of COc1ccccc1CNC(=O)c1cc(-c2ccccc2C)nn1CC1CC(c2cccnc2)=NO1 (stereo unspecified) : 0.2	8	2.4	2	.	?	-2.1	-0.8	-1.6
Record of NNC(=O)CCN1CCN(Cc2ccccc2)CC1 : -0.6	7	0.7	6	-1.3	2	-4.3	-0.5	18
Record of CCCC(C)c1nnc(NC(=O)C2CC(=O)N(CCc3ccc(F)cc3)C2)s1 (stereo unspecified) : -4.4	-2	-0.6	3	0.0	3	-1.6	i	1.2
Record of Cc1cc(C)c[n+](-c2nc([O-])sc2C=O)c1 : -1.5	12	0.1	-3	.	-4	-2.5	i	-4.7
Record of O=C(Cn1nnc(-c2ccc([N+](=O)[O-])cc2)n1)NNC(=O)c1ccccc1 : 0.6	-1	-0.6	0	.	-6	4.2	-0.5	11

Additional results.
SMILES	FadD28 FP inh	GDH-TPI counter	PfHsp40 yeast	Mtb FBA inh	TcdB inh	Y pestis TopoI	UGM FP inh	Vc quorum ag	BioA inh
CCOc1ccc(C(C)=O)cc1COC(=O)C(C)N=C1NS(=O)(=O)c2ccccc21 (stereo unspecified)	-1.2	-2	-1.3	1	0.3	1	0.7	1.7	-0.2
CCN(CC)S(=O)(=O)c1cccc(NC(=O)CN2C(=O)c3ccc([N+](=O)[O-])cc3C2=O)c1	-0.5	5	1.6	1	-0.3	-13	4.9	-0.4	-0.6
OCC[C@@H]1C[C@@H](O)[C@H](O)[C@@]2(OCc3ccccc32)O1	-2.2	0	-0.4	1	0.6	7	0.2	i	-2.2
COc1ccc(-c2oc3ccccc3c(=O)c2OCC(=O)O)cc1	-0.4	35*	-2.2	98*	0.3	7	7.4	-0.6	.
N#Cc1ccc(-c2ccc(F)cc2)nc1Oc1ccccc1	-3.0	3	-0.5	0	.	3	-1.8	-0.7	-3.8
COc1ccc(C(=O)N[C@H](C(=O)OCc2nc3ccsc3c(=O)[nH]2)C(C)C)cc1	-1.7	1	-0.6	4	0.9	5	2.0	i	.
COC(=O)c1ccc(C(=S)N2CCCCC2)cc1	-2.1	9	1.6	0	-0.9	4	-0.2	-2.1	-0.9
COc1ccc(CC(NC(C)=O)C(=O)NC2CCN(c3c4c(nc5ncnn35)CCC4)CC2)cc1 (stereo unspecified)	-1.1	2	0.2	-3	.	4	-2.1	i	0.0
CC(=O)NC1=NN(C(C)=O)C2(S1)C(=O)N(C(C)C)c1ccc(C)cc12 (stereo unspecified)	-0.4	11	0.5	-1	.	11	-1.6	i	-1.2
Cc1cccc(N(C(=O)Cn2nnc3ccccc32)C(C(=O)NCc2ccco2)c2ccncc2)c1C (stereo unspecified)	-2.2	2	-1.6	2	.	21	-3.6	i	19
CCOC(=O)C1(Cc2ccccc2C#N)CCCCC1=O (stereo unspecified)	-1.5	-11	-1.9	-2	2.8	8	.	.	.
CC(C)=CC(=O)Nc1nnc(C)s1	-3.7	-1	-1.4	-1	.	0	3.9	i	-2.1
COc1ccc(N2CCN(S(=O)(=O)CCNC(=O)Cc3ccc([N+](=O)[O-])cc3)CC2)cc1	-2.9	7	-0.6	-3	4.3	1	-0.2	-0.4	-2.5
CCOc1ccc(-c2c(C(=O)N/N=C(\C)c3cccs3)nnn2-c2nonc2N)cc1	-0.5	5	0.1	-3	0.9	0	-0.4	-0.9	-0.2
CCNc1cc(O)ccc1C	4.5	6	77*	2	.	7	3.8	-0.3	-2.7
CC(C)(C)SCCNC(=O)CN(c1ccccc1)S(=O)(=O)c1ccccc1	-3.4	5	0.9	-1	0.4	25	-0.8	-2.0	1.1
Cc1ccc(OCC(=O)Nc2ccc(N3CCN(C(=O)c4ccc(C)cc4)CC3)cc2)cc1	-3.6	-6	-0.7	4	1.3	7	-1.2	i	1.3
Cc1ccc(/C=C2/NC(=O)N(Cc3ccccc3F)C2=O)o1	-2.1	14	-0.4	-1	-2.5	-4	-1.7	-0.3	.
COc1ccc(NC(=O)N2CCCC(C(=O)Nc3ccccc3OC)C2)cc1 (stereo unspecified)	-0.9	-1	1.2	2	1.6	10	-0.9	-0.1	1.7
CCOC(=O)c1c(C)[nH]c(C(=O)COC(=O)c2ccc([N+](=O)[O-])o2)c1C	-4.7	3	-0.8	-2	0.8	-8	6.4	i	0.6
Cc1noc(C)c1NC(=O)N(C)C[C@H]1Oc2c(NC(=O)C3CC3)cccc2C(=O)N([C@H](C)CO)C[C@@H]1C	-1.8	0	-1.7	0	0.5&6.7	5	-0.9	i	4.0&2.7
CC(CCc1ccccc1)NC(=O)CCNS(=O)(=O)c1ccccc1 (stereo unspecified)	-2.9	5	0.2	0	0.3	2	-0.3	-27	-2.3
O=C(Cn1nc(-c2ccco2)ccc1=O)Nc1ccc(Cl)c(Cl)c1	-3.6	-1	1.2	5	-4.2	-9	-0.4	i	0.5
C=CCn1c(O)c(/C(C)=N/N2CCN(C)CC2)c(=O)[nH]c1=O	-2.5	16	0.2	4	1.7	-6	-1.8	-0.8	.
Cn1c(CCN2CCCC2)nc2cc(NC(=O)COc3ccc(Cl)cc3)ccc21	-6.1	-2	.	6	1.1	-3	.	i	-1.9
CCC(C(=O)c1ccc(O)cc1)c1ccccc1 (stereo unspecified)	-2.2	17	0.1	2	.	0	-0.8	0.7	-0.3
CC(C)CCNc1nc2c(c(=O)[nH]c(=O)n2C)n1CC(O)COC(C)C (stereo unspecified)	-1.5	1	-0.4	1	.	-7	2.0	i	0.2
CCN(CC)S(=O)(=O)c1ccc(C(=O)N2CCN(C(=O)c3ccco3)CC2)cc1	-2.2	-3	-0.9	-2	1.2	-2	1.2	i	0.0
C=CCOc1nc2c(c(=O)n(C)c(=O)n2C)n1Cc1ccc(Cl)cc1	-1.5	-2	0.0	1	.	6	4.2	-0.4	.
O=C(Nc1ccc(-n2cnnn2)cc1)c1cccc(S(=O)(=O)N2CCCC2)c1	-1.0	4	0.9	4	1.0	5	2.3	2.1	-0.1
COc1ccc(Br)c(C(=O)OCC(=O)N2CCc3ccccc32)c1	-1.0	-1	7.4	-1	0.8	29	1.5	-0.3	0.6
COc1ccc(CNC(=O)C(=O)N2CCC3(CC2)OCCN3S(=O)(=O)c2ccc(C)cc2)cc1	-2.9	-19	-0.1	-5	1.8	4	-0.4	-0.3	.
CC(C)(C)OC(=O)n1cccc1/C=C1\c2ccccc2C(=O)N1c1ccccc1	-1.4	9	-0.6	0	.	3	.	i	-2.0
COc1ccc(-c2cc(CNC(=O)CN3CCN(C)CC3)on2)cc1	-2.0	2	0.3	4	.	-5	0.9	i	-1.1
COc1ccc(Nc2ccc(N3C(=O)CCCC3=O)cc2[N+](=O)[O-])c(OC)c1	-0.8	4	-1.2	-8	.	-7	0.0	i	-0.1
c1ccc(Nc2nc3ccccc3[nH]2)nc1	-2.0	-1	0.6	-2	0.7	-6	-1.3	1.4	-2.1
CC(OC(=O)c1ccc([N+](=O)[O-])o1)C(=O)Nc1nc(-c2ccc(F)c(F)c2)cs1 (stereo unspecified)	-3.1	8	-1.8	1	0.5	-29	.	i	-0.4
CC(C)C[C@@H](CNCC(=O)[C@H](Cc1ccccc1)NC(=O)c1[nH]cnc1C(=O)N[C@@H](C)CN)NC(=O)c1nc[nH]c1C(=O)N[C@@H](CC(=O)O)C(=O)O	-1.8	4	0.1	0	0.1	-2	.	0.9	-0.9
CC(=O)Nc1cc(Cl)c(N=Cc2ccc(O)cc2O)cc1Cl	-0.5	18	2.1	4	1.3	-9	1.9	-0.3	-3.5
CC(=O)NS(=O)(=O)c1ccc(NC(=O)c2ccccc2F)cc1	-0.3	4	24	3	-1.4	-2	1.3	i	-0.3
N#CC(C#N)=C1C(=O)N(CCN2CCOCC2)c2ccccc21	-1.6	6	0.0	1	0.5	-1	-2.8	-1.3	-1.1
O=C(NCCN1CCOCC1)c1ccccc1N1C(=O)[C@@H]2Cc3c([nH]c4ccccc34)C(c3ccccc3)N2C1=O (stereo partly specified)	-3.7	8	0.5	0	1.9	22	2.9	-0.1	-0.8
O=C(O)c1cc(S(=O)(=O)Nc2ccc3cn[nH]c3c2)ccc1Br	-2.4	10	-0.7	7	0.0	-15	-1.7	-0.3	0.0
CC(=O)c1ccc(N2CCN(C(=S)NCc3ccco3)CC2)cc1	-1.8	10	-1.1	2	1.9	0	3.8	i	24
COc1nccc(-c2ccc(F)cc2)c1C#N	-0.4	-3	-1.4	3	2.2	-5	-2.2	-0.3	-1.3
C=CCOC(=O)/C(=C\c1ccc(OC)cc1)NC(=O)c1ccco1	-2.8	15	-0.2	0	.	-3	1.1	4.5	.
CNCC(O)COc1cccc(OC)c1 (stereo unspecified)	1.1	3	0.2	1	-0.5	-6	1.2	i	-2.3
Cc1ccc(-c2nc(C=Nc3ccc(O)cc3)c(O)o2)cc1	-1.0	4	-1.6	-2	2.0	0	.	-0.2	.
O=C1C2CCCN2C(c2ccccc2)N1c1cccc(Cl)c1 (stereo unspecified)	-2.5	1	-1.0	0	0.5	0	-1.9	-0.4	-2.2
O=C(COc1ccccc1[N+](=O)[O-])N(Cc1cccc(Br)c1)C1CCS(=O)(=O)C1 (stereo unspecified)	-2.1	7	1.9	2	0.3	25	0.5	i	-0.2
O=C(N/N=C/c1ccc2ncccc2c1)c1cccc([N+](=O)[O-])c1	.	10	1.2	0	1.8	-9	-0.5	-0.2	.
CN(C)S(=O)(=O)c1ccc(NC=C(C#N)C#N)cc1	2.6	20	-0.3	5	-0.2	8	0.0	1.3	0.5
COc1ccc(NC(=O)COC(=O)c2ccc(S(=O)(=O)N3CCCCCC3)cc2)c(OC)c1	-4.5	6	-0.8	-3	0.8	10	.	6.2	-0.9
Cc1ccc(S(=O)(=O)N2CCCCC2)cc1NC(=O)c1cccs1	-2.3	0	0.6	5	1.2	7	-1.6	0.2	.
CCOC(=O)Nc1nc(C)c(C(=O)c2ccc(Cl)cc2)s1	-3.6	12	-2.7	-1	.	-5	1.5	-1.0	0.8
